Source: PubChem (National Center for Advancing Translational Sciences (NCATS))
ALOX12 inh: Primary qHTS assay for inhibitors of human arachidonate 12S-lipoxygenase (ALOX12): Round 2. purified 12hLO, xylenol orange hydroperoxide absorbance. Potency, µM (doses to about 108 µM), for inactives: top-dose activity change, negative = inhibition, most hits filed as inhibitors. 580,000 tested, 1.1% active; active means well fitted inhibition curve with a large enough effect; inconclusive means small, poorly fitted or top-dose-only effect, or another doubt; inactive means no such curve, though single readings can be large or run the other way
Target sequence (P18054 whole entry, looked up): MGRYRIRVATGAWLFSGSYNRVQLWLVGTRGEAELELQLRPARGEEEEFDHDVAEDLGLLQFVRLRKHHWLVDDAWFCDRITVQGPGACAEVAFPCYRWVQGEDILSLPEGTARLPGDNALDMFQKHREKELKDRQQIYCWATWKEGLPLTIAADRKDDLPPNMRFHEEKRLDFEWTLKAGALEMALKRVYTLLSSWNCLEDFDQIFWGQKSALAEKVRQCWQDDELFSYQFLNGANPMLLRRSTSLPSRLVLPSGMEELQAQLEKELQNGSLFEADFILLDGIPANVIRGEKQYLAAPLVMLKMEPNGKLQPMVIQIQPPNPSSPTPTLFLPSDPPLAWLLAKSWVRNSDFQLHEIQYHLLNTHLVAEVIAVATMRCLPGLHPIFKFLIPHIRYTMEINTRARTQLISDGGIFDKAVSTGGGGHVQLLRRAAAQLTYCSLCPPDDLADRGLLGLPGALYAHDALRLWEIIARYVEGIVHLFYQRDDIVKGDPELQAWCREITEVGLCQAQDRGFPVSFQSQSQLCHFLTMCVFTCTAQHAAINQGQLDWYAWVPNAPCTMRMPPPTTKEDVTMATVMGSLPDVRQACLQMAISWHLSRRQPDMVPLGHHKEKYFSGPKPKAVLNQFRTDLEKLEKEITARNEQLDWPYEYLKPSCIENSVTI
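Purified human 12hLO (150 nM final) in 25 mM Hepes, 0.01% Triton X-100, pH 7.0 was preincubated 15 min at room temperature with compound. Then 40 uM arachidonic acid was added, 30 min. Hydroperoxide was read by Fe-XO absorbance ratio 573/405 nm.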
Numbers without * were called inactive; ? = inconclusive; [ ] = remark or other dose. On the % scale 0 is the no-effect control and ±100 the full control effect; potency means the concentration at half of the fitted maximal effect. The list is partial; count on the stated rates, not on these rows.

SMILES | ALOX12 inh
COc1ccc(C(=O)N[C@H]2CO[C@H]3[C@@H]2OC[C@@H]3Nc2nccc(-c3cccc(F)c3)n2)cc1 | 5%
COCc1c(C(=O)N2CCN(C3CCCCC3)CC2)cnn1-c1ncc(C)c(-c2cccs2)n1 | 1%
CCc1nc(C)ccc1O | -5%
N#Cc1ccccc1OCc1ccc(C(N)=O)cc1 | -41%
Cc1ccccc1N1CCN(c2nc(-c3cccnc3)nc3ccccc23)CC1 | 25%
CCOc1ccccc1C1CC(=O)N(Cc2ccccc2)c2c1c(C)nn2-c1nc(C)cc(C)n1 (centres undefined) | 7%
CCN1CCC2(CCC1=O)CN(Cc1ccc(C(=O)O)cc1)CCN2C (centres undefined) | -15%
N[C@@H](Cc1cnc[nH]1)C(=O)N1CCC(c2cc(N3CCCC3)ncn2)CC1 | 95%[activator]
COC[C@@H]1CN(Cc2cc(C)nn2C)C[C@H]1C(=O)NC1CC1 | 8%
COCC(=O)Nc1cc(C(=O)N2CCN(c3ccccc3)CC2C)c2c(c1)nc(-c1ccncc1)n2C (centres undefined) | ?
O/N=C/c1ccc[n+](C/C=C/c2ccccc2)c1 | -28%
Cc1cc(NC(=O)C(C)(C)Oc2ccc(Cl)cc2)no1 | -16%
CC(Oc1ccccc1)C(=O)NCCc1noc(-c2ccncc2)n1 (centres undefined) | 35%[activator]
Cc1ccc(S(=O)(=O)N2CCC(CC(=O)NCc3ccccc3)C2)cc1F (centres undefined) | -3%
CC1CCCN(CCNC(=O)C2CCN(CC(F)(F)F)CC2)C1 (centres undefined) | 11%
O=C(O)CNS(=O)(=O)c1ccc(I)cc1 | -4%
C=CCn1c(C)cc(C(=O)CSc2nc3cc([N+](=O)[O-])ccc3o2)c1C | -36%
O=C(Cc1ccccc1)Nc1ccc2oc(-c3cccc(Cl)c3)nc2c1 | -1%
CN1C(=O)CC[C@]2(C(=O)NCc3ccco3)CCCC[C@@H]12 | 13%
CC(=O)N1CCC2(CC1)CC(N(Cc1ccc(F)cc1)C1CC1)CCO2 (centres undefined) | ?
O=C(NCc1ccccn1)c1cnn(-c2ncc3c(n2)-c2ccccc2CC3)c1C1CC1 | 7%
Cc1cccc(-c2cccc3c4c([nH]c23)[C@@H]2C[C@H](N(C)C(=O)Nc3ccccc3)[C@H]([C@H](C)O)CN2CC4)c1 | -15%
CC(C)c1noc(CC2CCN(C(=O)c3cccc(N(C)C)c3)CC2)n1 | 53%[activator]
COC(=O)c1ccc2nc(-c3cccc(Cl)c3)c(Cc3ccccc3C(F)(F)F)n2c1 | ?
CCCn1nc(C(=O)OCC(=O)Nc2ccc3c(c2)OC(F)(F)O3)c2ccccc2c1=O | 18%
CC1(C)[C@H](Cc2cc(CC3CCCCC3)on2)C[C@@H]1NC(=O)c1ccccc1 | 0%[176 µM]
CCN(Cc1ccncc1)C(=O)CC1C(=O)NCCN1CCc1ccccc1 (centres undefined) | 44%[activator]
COCCNc1ncnc2c1CN(c1ccc(OC)cc1)C(=O)CN2C | 11%
Cc1ncnc(N2CCN(C(=O)C3CCN(C(=O)C4CC4)CC3)CC2)c1C | 26%
COc1ccc(C(=O)N2CCN(c3cc(-c4ccc(Cl)cc4)[nH]n3)CC2)cc1 | 25%
COCCO[C@H]1C(=O)N(C2CCN(Cc3ccccc3C#N)CC2)[C@H]1c1ccncc1 | 21%
Cc1ccc(-c2ccc3nnc(CNC(=O)C(C)Oc4ccccc4)n3n2)cc1C (centres undefined) | -4%
COCCN1C(=O)c2n[nH]c(-c3ccco3)c2C1c1ccccc1OC (centres undefined) | ?
Clc1ccccc1CN1CCc2ccccc2C1 | ?
COc1ccc(-c2onc(C)c2C(=O)NCc2c(OC)cc(OC)cc2OC)cc1 | 9%
O=C(O)C[C@@H]1CCN(C(=O)c2ccc(F)cc2)C[C@@H]1CCN1CCN(c2ccccn2)CC1 | 18%
COCC(=O)NC[C@H]1OC[C@@H](NC2CCN(C(C)=O)CC2)[C@@H]1O | -30%[176 µM]
CN1CCN([C@H]2CCN(CCCc3ccccc3)C[C@H]2CCC(=O)O)CC1 | 22%
Nc1ccc(OCCCl)c(OCCCl)c1 | ?
COc1cccc(CN2CCN3C(=O)N(C4CCOCC4)C[C@H]3C2)c1 | 11%[176 µM]
CC(C)(C)C1C/C(=C/c2cccs2)c2nc3ccccc3c(C(=O)O)c2C1 (centres undefined) | ?
CCC(=O)N1CCCC(c2nc(C(C)C)no2)CCNC(=O)CC1 (centres undefined) | 19%
COc1ccc(Cl)cc1-c1cc2c(cn1)CN(Cc1cccnc1)CCN2 | -4%[176 µM]
CCOc1ccc(S(=O)(=O)NCCO)c2ccccc12 | 7%
CC(CNC(=O)c1n[nH]c(=O)c2ccccc12)(c1ccccc1)c1ccccc1 | -1%
CNC(=O)N1CCC(C2CCN(C(=O)c3ccc(OC)c(F)c3)C2)CC1 (centres undefined) | 23%
Cc1cccc(C(=O)NC(Nc2ccc(C)cc2C)C(Cl)(Cl)Cl)c1 (centres undefined) | ?
COCC(=O)NC1CCC12CCN(Cc1ccccn1)CC2 (centres undefined) | 109%[activator]
CN1CCOC2(CCN(Cc3cccc(C#N)c3)CC2)C1=O | 8%[176 µM]
O=c1c2nc(-c3ccsc3)ccc2ncn1-c1ccc(F)cc1F | 5%[176 µM]
O=C(NCc1ccc(F)cc1F)c1noc(-c2ccc(F)cc2)n1 | 20%
NC(=O)NCC(=O)N1CCC2(CCC(=O)N(Cc3ccccn3)C2)CC1 | 49%[activator]
FC(F)(F)c1ccnc(N2CC[C@H](c3nnc(-c4ccncc4)o3)C2)n1 | 21%[176 µM]
O=c1c2c3c(nn2ccn1Cc1cc(F)cc(F)c1)CCCC3 | 10%
COc1ccccc1-c1cc2ccccc2oc1=O | -10%
CC(=O)NNC(=S)NC1CCCC1 | 20%
CC(C)NC(=O)C1COC2(CCN(C(=O)c3ccc(F)cc3)CC2)N1C(=O)c1cccc(F)c1 (centres undefined) | 56%[activator]
CCCN(CC1CCOC1)C(=O)Nc1ccc2c(c1)OCCO2 (centres undefined) | 38%[activator]
CCn1nc(C)c(-c2cc(C(=O)N3CCCCCCNC(=O)CC3)no2)c1C | 30%[activator]
O=C(NCc1cccs1)C1CCc2nc(N3CCN(C(=O)C4CCC4)CC3)sc2C1 (centres undefined) | -1%

Arranged by length of the SMILES (largest number first): part of the list above
SMILES | ALOX12 inh
CC(C)(C)C1C/C(=C/c2cccs2)c2nc3ccccc3c(C(=O)O)c2C1 (centres undefined) | ?
O=c1c2nc(-c3ccsc3)ccc2ncn1-c1ccc(F)cc1F | 5%[176 µM]
CCCN(CC1CCOC1)C(=O)Nc1ccc2c(c1)OCCO2 (centres undefined) | 38%[activator]

Shown field by field: four of the compounds above
> Cc1ccc(-c2ccc3nnc(CNC(=O)C(C)Oc4ccccc4)n3n2)cc1C (centres undefined)
  ALOX12 inh = -4%

> NC(=O)NCC(=O)N1CCC2(CCC(=O)N(Cc3ccccn3)C2)CC1
  ALOX12 inh = 49%[activator]

> COc1ccc(-c2onc(C)c2C(=O)NCc2c(OC)cc(OC)cc2OC)cc1
  ALOX12 inh = 9%

> CCOc1ccccc1C1CC(=O)N(Cc2ccccc2)c2c1c(C)nn2-c1nc(C)cc(C)n1 (centres undefined)
  ALOX12 inh = 7%

As a short view, five of the compounds above:
SMILES | ALOX12 inh
CC(C)(C)C1C/C(=C/c2cccs2)c2nc3ccccc3c(C(=O)O)c2C1 (centres undefined) | ?
CCC(=O)N1CCCC(c2nc(C(C)C)no2)CCNC(=O)CC1 (centres undefined) | 19%
COc1ccc(Cl)cc1-c1cc2c(cn1)CN(Cc1cccnc1)CCN2 | -4%[176 µM]
CCOc1ccc(S(=O)(=O)NCCO)c2ccccc12 | 7%
CC(CNC(=O)c1n[nH]c(=O)c2ccccc12)(c1ccccc1)c1ccccc1 | -1%

Next part:
SMILES | ALOX12 inh
CCc1ccc(S(=O)(=O)[C@H]2CS(=O)(=O)C[C@@H]2N2CCN(c3ncccn3)CC2)cc1 | 7%
CN(C)C(=O)C1CN(C(=O)c2ccc(Br)o2)CC12CCOCC2 (centres undefined) | 27%
CCOC(=O)c1ccc(NC(=O)N2Cc3[nH]cnc3C[C@H]2c2nc(-c3cccc([N+](=O)[O-])c3)no2)cc1 | 15%
O=c1c2ccccc2c(-c2ccc(F)cc2)nn1-c1cc(N2CCOCC2)ccc1[N+](=O)[O-] | 2%
CCCCN(C)Cc1c(C)[nH]c2ccc(Br)cc2c1=O | 23%
Cc1ccc2[nH]c(C)c(CCN(Cc3ccncc3)C(=S)NC(C)(C)C)c2c1 | 4%
CC(=O)NC12CC3CC(C1)CC(C(=O)N1CCC(CCc4ccc(C)cc4)CC1)(C3)C2 | -1%
O=S(=O)(NCc1cccs1)c1ccc2ccccc2c1 | -11%
Cc1ccsc1CNC(=O)c1cccc(C#CC(C)(C)O)c1 | 6%
COCc1nc(C2CC(NC(=O)CCc3c[nH]c4ccccc34)C2)cc(=O)[nH]1 (centres undefined) | -7%
Cc1ccc(Cl)cc1NC(=O)N(C)Cc1nc(-c2ccccc2C)oc1C | ?
CCCCCCn1c(SCCC(=O)O)nc2c1c(=O)[nH]c(=O)n2C | 0%
O=C(Nc1ccc(Br)cn1)C12CC3CC(CC(C3)C1)C2 | 6%
Cc1cccc(Cn2c(NCCc3ccccc3)nc3c2c(=O)[nH]c(=O)n3C)c1 | -5%
O=C1NCc2ccccc2CC12CCCCN2CC1CCCC1 (centres undefined) | 14%[6.33 µM]
O=C(NCCCN1CCCCC1)c1cccnc1N1CC2CC(C1)[C@H]1CCCC(=O)N1C2 (some centres undefined) | -5%
O=C(COc1ccc(S(=O)(=O)N2CCCCC2)cc1)Nc1ccccc1Sc1ccccc1 | -7%
Fc1ccc(-c2ccnc3nc(C4CCC4)nn23)cc1 | 25%
Cc1ccccc1C(=O)N1CCN(c2cc(-c3cccs3)[nH]n2)CC1 | 51%[activator]
O=C([C@@H]1C[C@H](Oc2ccccc2)CN1C(=O)c1ccn[nH]1)N1CCOCC1 | -4%
COCCNc1ncc(-c2cccc(C(C)=O)c2)c2c1OCC2 | 11%[176 µM]
CCC(C)c1ccc(-c2c(C)sc(N)c2C#N)cc1 (centres undefined) | ?
COc1ccccc1OCCNC(=O)c1cn2ccnc(-c3ccccc3)c2n1 | -11%
CCc1cccc(Nc2nc(CSc3ccc(Cl)cc3)nc3sc4c(c23)CCC4)c1 | 27%
COCCc1noc(C2Cc3ccccc3N2C(=O)NCc2ccco2)n1 (centres undefined) | 15%
Cc1cc(C)n(CCC(=O)N2CCCC(c3noc(COc4ccccc4)n3)C2)n1 (centres undefined) | 30%[activator]
O=C(c1cn2ccsc2n1)N1CCn2nc(C(O)c3ccccc3)cc2C1 (centres undefined) | -14%
CC1=NS(=O)(=O)N(C)C=C1C(=O)OCc1nc(-c2ccc3c(c2)OCO3)no1 | 7%
COc1cccc(NC(=O)NC[C@@H]2C=C(C)[C@H](CC(=O)N3CCOCC3)C[C@H]2C(C)C)c1 | 7%
Cc1nn(-c2ccc(C(C)C)cc2)c(C)c1[C@@H]1C=C[C@@H](NC(=O)COCC(=O)O)C1 | -14%[176 µM]
Cc1cnc(CC2CCN(S(=O)(=O)Cc3ccccc3)C2)n1C(C)C (centres undefined) | 33%[activator]
CC(NC(=O)NCC1CCCC1)C(=O)NC(C)(C)C (centres undefined) | ?
O=S(=O)(Nc1nc2ccccc2nc1NCc1ccccc1Cl)c1cccs1 | ?
Cc1nn(-c2ccccc2)c(Oc2ccc(F)cc2F)c1CCC(=O)NC1CC1 | 5%
O=C(NC(Cc1ccccc1)C(=O)Nc1ccc(N2CCOCC2)cc1)c1ccco1 (centres undefined) | ?
O=C(NCc1ccncc1)c1csc(N2CCN(Cc3cccc(C(F)(F)F)c3)C2=O)n1 | 22%
Cc1ccc(-c2cn3c(n2)N(C(=O)c2cnccn2)CCC3)cc1 | 19%
c1ccc(-c2nnc(NN=C3CCCC3)c3ccccc23)cc1 | -4%
Cc1cc(C)c(CNCc2ccco2)c(C)c1 | 0%
CNc1cc(C2CC(NS(=O)(=O)c3cc(C)sc3C)C2)nc(N)n1 (centres undefined) | 16%
O=c1[nH]c(N2CCOCC2)nc2c1CCN(Cc1cc(F)c(F)c(F)c1)CC2 | -1%
O=C(NCCc1nnc2n1CCN(Cc1c(F)cccc1F)CC2)c1ccco1 | 12%
Cc1nnc(SCC(=O)c2c[nH]c3ccccc23)s1 | -18%
COc1ccc(CN2CCNc3cnc(OCc4cccnc4)cc3C2)cc1O | 17%[176 µM]
CN1C(=O)[C@@H]2C[C@@H](O)CN2C2(CN(Cc3ccoc3)C2)C1=O | 18%[176 µM]
O=C(Nc1ccc(-c2nnc3n2CCCC3)cc1)c1ccc2c(c1)OCO2 | 6%
CC1=C[C@@H](CNC(=O)c2ccc(C#N)cc2)[C@H](C(C)C)C[C@H]1CC(=O)NCCN(C)C | 12%[176 µM]
COCCC1(C(=O)O)CCCN(C(=O)N2CCN(C)CC2)C1 (centres undefined) | 7%
CN(Cc1ccc(C(F)(F)F)cc1)Cc1ccccc1C(F)(F)F | 81%[activator][176 µM]
C=CCN1CC(C(=O)NCc2cccnc2Oc2ccc(C)nc2)CC1=O (centres undefined) | -16%
O=C(O)C1(c2cccc(Br)c2)CCC1 | -8%
C=CCNc1cccc2c1S(=O)(=O)N[C@@H](Cc1ccccc1)CO2 | -12%
O=C(NCC1(N2CCOCC2)CCCC1)c1coc(COc2cccc(F)c2)n1 | 36%[activator]
Cn1nc2n(c1=O)CCC(NC(=O)c1cc(F)ccc1Cl)CC2 (centres undefined) | 54%[activator]
